TRb-SRC2 inh: inhibitors of human thyroid hormone receptor beta-SRC2 interaction | P10828 | TRbeta-SRC2 peptide binding, fluorescence polarization; receptor liganded with 1 µM T3 | Potency, µM (series often up to 106 µM), without a hit: top-dose activity change, negative = inhibition, actives largely listed as inhibitors | 0.065% of 280,000 active | AID 1469;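 also: plate controls were bound peptide for no effect and peptide without receptor for full effect; nearly all actives have a fitted effect of over 50% in size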
Target sequence (P10828 whole entry, looked up): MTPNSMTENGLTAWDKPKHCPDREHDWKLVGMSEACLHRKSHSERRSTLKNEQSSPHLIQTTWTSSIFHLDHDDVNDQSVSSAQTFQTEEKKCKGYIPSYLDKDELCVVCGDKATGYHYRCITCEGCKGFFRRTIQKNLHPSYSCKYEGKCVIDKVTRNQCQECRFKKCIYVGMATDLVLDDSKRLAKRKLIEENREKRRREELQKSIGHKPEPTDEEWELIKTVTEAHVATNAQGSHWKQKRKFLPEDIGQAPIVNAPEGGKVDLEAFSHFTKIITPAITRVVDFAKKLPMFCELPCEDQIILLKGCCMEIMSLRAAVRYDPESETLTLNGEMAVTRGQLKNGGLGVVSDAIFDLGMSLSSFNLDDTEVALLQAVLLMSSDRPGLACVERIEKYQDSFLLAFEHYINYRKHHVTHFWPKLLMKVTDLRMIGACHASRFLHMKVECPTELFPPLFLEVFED
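Human TRb ligand-binding domain (0.6 uM) is mixed with 20 nM Texas Red SRC2 peptide and 1 uM T3; after compound addition and 5 hr at ambient temperature, polarization is measured and normalized to unbound and bound controls.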
TR SRC2 fluor cs: Texas Red fluorescence interference in TRb-SRC2 counter-screen; 0.29% of 280,000 active; TRb/SRC2 Texas Red total fluorescence interference; Potency, µM (titrated, usually from 106 µM), without a hit: top-dose fluorescence change, negative = quenching; AID 1479; active = well fitted curve in either direction with a large enough effect; inconclusive = small, poorly fitted or top-dose-only effect
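Human TRb ligand-binding domain at 0.6 uM with 20 nM Texas Red SRC2 peptide in Tris buffer containing 1 uM T3 and 5% DMSO, incubated with compound 5 h at ambient temperature. Total fluorescence (555/632 nm) calculated as parallel + 2 × perpendicular.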
GAA glycogen: inhibitors or activators of human alpha-glucosidase glycogen cleavage; P10253; recombinant GAA, glycogen substrate, Amplex Red glucose oxidase fluorescence; Potency, µM (top dose mostly 76.4 µM), without a hit: at the top dose activity change, negative = inhibition, actives largely listed as inhibitors; 0.38% of 300,000 active; AID 2100;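 also: 0% = full enzyme reaction and -100% = no-enzyme basal signal; the screen sought inhibitors and activators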
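Recombinant human enzyme (4 nM); glycogen substrate; 37 C, 40 min, pH 5.0. Readout: coupled glucose oxidase/Amplex Red fluorescence.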
Active calls of the source: *; ? = inconclusive; & = joins results of further samples; [ ] = another dose, or the depositor's remark. Unless noted, calls follow the shape of the dose curve; as a rule, active = well fitted curve in the direction sought with a large enough effect; inconclusive = small, poorly fitted or top-dose-only effect, or another doubt; inactive = no such curve, though single readings can be large; an effect the other way counts as inactive or inconclusive. Unless noted, % is scaled to controls: 0 for no effect and ±100 for the full control effect; potency is read from the fitted curve at half-maximal effect. These rows are one share of the data; rates above refer to the full screens.

structure | TRb-SRC2 inh | GAA glycogen | TR SRC2 fluor cs
COc1ccc(-c2nc3ccccc3s2)cc1NC(=O)c1ccccc1F | 2.5% | -13.7%[76.3 µM] | 1.8%
COc1ccc(OC)c(NC(=O)CCCOc2cc(=O)n(C)c3ccccc23)c1 | 0.7% | 4.4%[76.3 µM] | -1.0%
Cc1ccn2c(Nc3ccc4c(c3)OCCO4)c(-c3ccc(N(C)C)cc3)nc2c1 | 4.1% | -11.7%[76.3 µM] | -1.1%
CCOc1ccc(-n2nc3cc(C)c(NC(=O)CC)cc3n2)cc1 | 5.2% | -12.5%[76.3 µM] | -2.1%
CC(=O)N1CCc2c(sc3c2c(=O)n(-c2ccc(F)cc2)c(=O)n3Cc2cc(C)ccc2C)C1 | 0.6% | 14.9%[76.3 µM] | 3.4%
Cc1cccc(OCCn2c(-c3ccc(Cl)cc3)nc3ccccc3c2=O)c1C | 3.0% | 13.0%[76.3 µM] | -1.0%
Cc1ccc(CN2CCSc3ccc(C(=O)Nc4ccc(C)cc4)cc32)cc1 | 2.6% | -5.4%[76.3 µM] | -2.9%
CS(=O)(=O)N1CCc2cc(C(=O)Nc3ccc(C(F)(F)F)cc3)ccc21 | -7.4% | 5.4%[76.3 µM] | 0.1%
CCCN(C(=O)c1cc2c(=O)[nH]c3ccc(C)cc3c2s1)c1ccc(CC)cc1 | -3.7% | 9.6%[76.3 µM] | 4.7%
CC1CCCCN1CCNC(=O)c1ccc(Cn2c(SCc3ccccc3)nc3cccnc32)cc1 (centres undefined) | 3.7% | 7.7%[76.3 µM] | 3.5%
O=C(Nc1ccc(Oc2ccccc2)cc1)C1CCN(S(=O)(=O)c2ccc(Cl)cc2)CC1 | 6.5% | -14.0%[76.3 µM] | -0.1%
Cc1cc2c(cc3c(SCc4cccc(Cl)c4)nnc(C)n32)o1 | 7.7% | -6.9%[76.3 µM] | -0.9%
CCc1ccc2[nH]cc(S(=O)(=O)c3ccc(C(C)C)cc3)c(=O)c2c1 | -3.5% | 6.2%[76.3 µM] | -0.9%
COc1cccc(/C=C/c2nc(C#N)c(NCCN(C)C)o2)c1 | 2.8% | ? | -2.7%
Cc1ccc(NC(=O)Cn2c(=O)n(CCC(C)C)c(=O)c3cccnc32)cc1C | -3.7% | 21.6%[76.3 µM] | 1.6%
Cc1ccc(NC(=O)C2CCCN(S(=O)(=O)c3cccc4nsnc34)C2)cc1C (centres undefined) | 3.2% | 14.6%[76.3 µM] | 0.0%
CCc1ccc(CN(C(=O)c2nc(SC)ncc2Cl)C2CCS(=O)(=O)C2)cc1 (centres undefined) | -12.6% | -5.4%[76.3 µM] | ?
CCOc1ccc(-c2cn3c(n2)sc2cc(C(=O)NCCC4=CCCCC4)ccc23)cc1 | -10.7% | -4.6%[76.3 µM] | 2µM*[quencher]
O=C(c1ccc2c(c1)N(Cc1ccccc1F)C(=O)c1ccccc1S2=O)N1CCN(c2ccccc2)CC1 (centres undefined) | -0.7% | -13.9%[76.3 µM] | -0.3%
COc1cccc(C2C(C(N)=O)=C(C)Nc3ncnn32)c1 (centres undefined) | -6.6% | -22.0%[76.3 µM] | 0.3%
COCCNC(=O)c1cc(-c2cccc(Cl)c2)on1 | -18.7% | -9.6%[76.3 µM] | 6.0%
COc1cc(OC)c(C2C=C(c3ccc(C)cc3)Nc3c(C(=O)Nc4ccccc4)cnn32)cc1OC (centres undefined) | -3.4% | -14.2%[76.3 µM] | 2.7%
O=C1CCCc2[nH]c(=O)c(-c3nc(-c4cccc([N+](=O)[O-])c4)cs3)cc21 | -6.5% | 10.2%[76.3 µM] | -1.2%
Cc1cccc(NC(=O)C2CCN(c3nnc(-n4c(C)ccc4C)s3)CC2)c1C | -0.9% | -20.6%[76.3 µM] | -1.6%
CC(=O)Nc1ccc(NC(=O)c2ccc3c(c2)NC(=O)c2ccccc2S3)cc1 | 5.7% | -7.1%[76.3 µM] | 10.3%
COc1ccccc1CNC(=O)CN1C(=O)COc2ccc(S(=O)(=O)N3CCCCC3)cc21 | -3.6% | -9.7%&-6.6%[76.3 µM] | 0.4%
CCOC(=O)COc1ccc([N+](=O)[O-])cc1-c1ccnc2cc(-c3ccc(C)cc3)nn12 | 2.1% | 9.8%[76.3 µM] | -15.7%
CC(=O)N1CCOc2cc(S(=O)(=O)Nc3cc(C(F)(F)F)ccc3Cl)c(C)cc21 | 6.7% | -4.2%[76.3 µM] | 8.6%
Brc1cccc(CNCCSc2nnnn2-c2ccccc2)c1 | 0.1% | -6.9%[76.3 µM] | 0.4%
COc1ccc(Cl)cc1NC(=O)Cn1ncc2c3ccccc3n(Cc3ccccc3)c2c1=O | 4.1% | -0.3%[76.3 µM] | -5.5%
Cc1cc(C)cc(NC(=O)c2nnn(Cc3cccc(Br)c3)c2N)c1 | 2.3% | 8.4%[76.3 µM] | -9.6%
O=C(NC1CCN(Cc2ccccc2)CC1)c1ccc(Cn2c(=O)c3ccccc3n(Cc3cccc(F)c3)c2=O)cc1 | 10.9% | 7.6%[76.3 µM] | -15.9%
COc1cccc(NS(=O)(=O)c2ccc3c(c2)n(C)c(=O)n3C)c1 | -8.1% | 14.8%[76.3 µM] | 1.8%
O=C(CCCCCn1c(=O)[nH]c2ccsc2c1=O)NCc1ccccc1 | -8.0% | -6.2%[76.3 µM] | -2.1%
CCc1ccc(C(=O)c2cn(CC(=O)Nc3ccc4c(c3)OCCO4)c3ccc(F)cc3c2=O)cc1 | -0.6% | -8.7%[76.3 µM] | -1.4%
O=S(=O)(c1ccccc1)c1nc(-c2cccs2)oc1SCc1ccccc1F | -0.5% | -1.7%[76.3 µM] | 0.4%
Cc1ccc(Cl)cc1NC(=O)CN1C(=O)CCc2ccccc21 | -7.6% | -14.5%[76.3 µM] | 2.7%
CCc1ccc(-n2c(N3CCN(c4ccc(F)cc4)CC3)nc3ccccc3c2=O)cc1 | -4.7% | -6.3%[76.3 µM] | -2.2%
O=C(NCc1cccs1)c1ccc(CSc2nc3cccnc3n2Cc2ccccc2F)cc1 | 1.7% | -4.8%[76.3 µM] | -1.1%
CCc1ccccc1N(c1nc(-c2ccc(OC)c(OC)c2)no1)c1nc(-c2ccc(OC)c(OC)c2)no1 | 2.2% | 9.1%[76.3 µM] | 0.5%
Cc1cccc(C(=O)Nc2nc3c(s2)CCCC3)c1 | -0.8% | 5.4%[76.3 µM] | 2.5%
CCC(C)Nc1sc(S(=O)(=O)CC)nc1S(=O)(=O)c1ccc(C)cc1 (centres undefined) | -1.9% | 11.5%[76.3 µM] | -1.9%
Fc1ccc(C(Nc2ccccc2Cl)c2nnc(-c3ccccc3Cl)o2)cc1 (centres undefined) | 8.4% | 7.1%[76.3 µM] | -0.7%
CCN(CC)CCCNC(=O)c1nn(-c2ccc(C)cc2)c(=O)c2c1c1ccccc1n2C | -5.3% | 7.1%[76.3 µM] | -2.1%
Cc1cc(N2CCC(C)CC2)nc2ccc(NC(=O)CCC(=O)N3CCN(c4cccc(C(F)(F)F)c4)CC3)cc12 | -6.5% | -8.0%[76.3 µM] | 6.0%
CCOC(=O)COc1ccc(F)cc1C(=O)c1ccn2nc(-c3ccc(C)cc3)cc2n1 | 4.5% | 7.0%[76.3 µM] | 3.0%
CCc1ccc(NC(=O)[C@H](CSCc2ccccc2)N2Cc3ccccc3C2=O)cc1 | 2.4% | -5.4%[76.3 µM] | -7.1%
CCOC(=O)C1(C)C=C(Nc2ccc(C)cc2)C(=O)N1c1ccccc1 (centres undefined) | -1.3% | 15.5%[76.3 µM] | -1.7%
Cn1nc(C(=O)NCc2ccc(Cl)cc2)c2c1-c1ccccc1S(=O)(=O)C2 | -8.1% | -7.7%&8.1%[76.3 µM] | ?
CCOc1ccc(CNC(=O)CCn2c(=O)c3cccn3c3cccnc32)cc1 | -0.3% | -8.2%[76.3 µM] | -2.3%
Cc1ccc(C(=O)Nc2nc3n(n2)C(c2ccccc2)C=C(c2ccccc2)N3)cc1 (centres undefined) | 6.3% | 14.6%[76.3 µM] | 0.4%
Cc1nc(SCC(=O)Nc2nsc(-c3ccc(C(C)(C)C)cc3)n2)c2c3c(sc2n1)CCCC3 | -3.2% | -0.6%[76.3 µM] | 2.1%
Cc1ccc(Nc2c3c(nc4nncn24)CCC3)c(C)c1 | -3.6% | 4.3%[76.3 µM] | 0.0%
CCCN(CCC)C(=O)Cn1c(=O)n(-c2ccc(CC)cc2)c(=O)c2ccc(C(=O)NCCc3ccccc3)cc21 | -0.1% | 16.7%[76.3 µM] | 0.6%
COc1cccc(CNC(=O)C2CCN(C(=O)c3cnn(-c4ccccc4)c3-n3cccc3)CC2)c1 | 9.6% | 14.0%[76.3 µM] | -2.2%
Cc1cc(NC(=O)CN2CCC(O)CC2)nc2c1c(=O)oc1ccccc12 | -6.4% | 14.1%[76.3 µM] | -1.5%
COc1ccc(NC(=O)CSc2oc(-c3ccco3)nc2S(=O)(=O)c2ccc(C)cc2)c(OC)c1 | -0.8% | -13.0%[76.3 µM] | -6.5%
CCOC(=O)c1ccc(NC2=CC(c3ccc(Br)cc3)N(c3ccc(C(=O)OCC)cc3)C2=O)cc1 (centres undefined) | ? | -7.8%[76.3 µM] | -81.4%[53 µM]
CCOc1cccc(C(=O)N2CCC(c3nc4ccccc4s3)CC2)c1 | 6.1% | 8.7%[76.3 µM] | 3.7%
CCOc1ccc(NS(=O)(=O)c2ccc3nc(-c4ccccc4)[nH]c3c2)cc1 | -1.9% | -1.5%[76.3 µM] | -1.8%

Fetched by compound from the list above (2):
structure | TRb-SRC2 inh | GAA glycogen | TR SRC2 fluor cs
Cc1ccc(Nc2c3c(nc4nncn24)CCC3)c(C)c1 | -3.6% | 4.3%[76.3 µM] | 0.0%
Cn1nc(C(=O)NCc2ccc(Cl)cc2)c2c1-c1ccccc1S(=O)(=O)C2 | -8.1% | -7.7%&8.1%[76.3 µM] | ?

Next entries
structure | TRb-SRC2 inh | GAA glycogen | TR SRC2 fluor cs
O=C(CSc1oc(-c2ccccc2)nc1S(=O)(=O)c1ccc(Cl)cc1)NC1CCCCC1 | -8.7% | 13.5%[76.3 µM] | -0.1%
CCOC(=O)c1ccc(N2C(=O)c3n[nH]c(-c4cccs4)c3C2c2ccc(C(C)C)cc2)cc1 (centres undefined) | -0.3% | 6.3%[76.3 µM] | -1.4%
C=CCc1cccc2cc(C(=O)Nc3cccc(Cl)c3)c(=O)oc12 | 6.7% | 14.5%[76.3 µM] | 2.1%
COc1ccc(-n2nc(C(=O)N3CCN(c4cccc(C)c4C)CC3)c3c4ccccc4n(C)c3c2=O)cc1 | -0.1% | -8.3%[76.3 µM] | 1.6%
Cc1cccc(OCCCCn2nnc3sc4c(c3c2=O)CCC(C)C4)c1 (centres undefined) | -1.1% | 10.8%[76.3 µM] | -1.3%
Cc1ccc(CNC(=O)CN2CCN(Cc3ccc(F)cc3)C2=O)cc1 | -3.0% | 7.4%[76.3 µM] | -1.4%
COc1cccc(CNC(=O)C2CCN(c3nnc(-n4c(C)ccc4C)s3)CC2)c1OC | 3.4% | -19.6%[76.3 µM] | -0.3%
O=C(CC1(O)C(=O)N(CCc2ccccc2)c2ccc(Br)cc21)c1ccccc1 (centres undefined) | 11.6% | 6.9%[76.3 µM] | -3.0%
Nc1c(-c2nc(-c3ccc4c(c3)OCO4)cs2)c2ccccn2c1C(=O)c1ccccc1 | 1.2% | 15.4%[76.3 µM] | -2.1%
COc1cc(Br)ccc1C1C(C(=O)Nc2ccc(C)cc2C)=C(C)Nc2nnnn21 (centres undefined) | -15.9% | 2.6%[76.3 µM] | 4.9%
CC(C)(C)c1ccc(C(=O)Nc2cc(-c3nc4ccccc4o3)ccc2Cl)cc1 | -4.9% | -4.5%[76.3 µM] | -0.6%
CN(C(=O)CSc1nc2ccc(NC(=O)c3ccco3)cc2s1)c1ccccc1 | 7.3% | 12.0%[76.3 µM] | 3.6%
CCN1CCN(Cc2nc3cc(NC(=O)c4cc(OC)c(OC)c(OC)c4)ccc3n2CC)CC1 | -8.6% | -4.7%[76.3 µM] | -20.3%
CCC(C(=O)Nc1cc(OC)cc(OC)c1)n1nc(-c2ccc(C)c(C)c2)ccc1=O (centres undefined) | -4.7% | -10.4%[76.3 µM] | -20.5%
O=C(Cn1c(=O)n(-c2ccc(Cl)cc2)c(=O)c2c3c(sc21)CCC3)c1ccc(F)cc1 | -0.7% | 16.1%[76.3 µM] | 2.8%
CCN(C(=O)C1CCC(CNS(=O)(=O)c2cccc3nsnc23)CC1)c1cccc(C)c1 (centres undefined) | -6.8% | -9.9%[76.3 µM] | 0.3%
Brc1cccc(-c2cnn3c(-c4ccccc4)cc(-c4ccccc4)nc23)c1 | 6.2% | -2.2%[76.3 µM] | -3.6%
